GPR55 LPI antagonism = inhibition of LPI-stimulated GPR55 beta-arrestin translocation – imaging, U2OS, beta-arrestin-GFP, LPI agonist, primary screen (AID 2013) | U2OS GPR55 beta-arrestin-GFP translocation imaging, LPI antagonism; higher % means a stronger effect | inhibition, % at 10 µM; hits with a dose series show IC50 in µM | 290,000 compounds, 0.13% hits;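 active = spots per cell inhibited over 60%, with over 100 cells counted and total cytoplasm intensity under 500,000; inconclusive = wells with under 100 cells, flagged as likely toxic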;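 also: U2OS cells stably carrying GPR55 and arrestin-GFP stimulated by 5 µM LPI near EC80; imaged beta-arrestin-GFP aggregate spots per cell after agonist stimulation; plate controls were LPI-stimulated DMSO wells for no effect and DMSO wells without LPI for full effect; some results filed as inactive read as strong as hits; confirmed hits need IC50 under 10 µM and bright autofluorescent wells are also inconclusive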
Myeloid diff MLP = promotes myeloid progenitor differentiation | ER-HoxA9 myeloid progenitors, lysozyme-GFP differentiation, flow cytometry | calls only at 10 µM | 360,000 compounds, 1% hits | AID 624256;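 active = normalized GFP-positive differentiation at or above the plate's own cutoff, the solvent-only control mean plus 3 SD; inconclusive = no clear call, values can overlap the other calls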;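 also: cells exposed to compound for four days before flow analysis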
NOD1 inhibition = inhibition of NOD1-driven NF-kB reporter – cell-based, luminescence, uHTS, primary screen (AID 1578). NOD1-driven NF-kB luciferase reporter cells, luminescence; higher % means a stronger effect. inhibition, % at 4 µM; hits with a dose series show EC50 in µM. 290,000 compounds, 1% hits; in the data active = inhibition mostly above about 36%, no sharp cut-off; inactive = mostly below about 34%;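 also: HEK-293T reporter cells stimulated with the NOD1 agonist gamma-tri-DAP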
KOR beta-arrestin-1 = kappa opioid receptor activators – cell-based, luminescence, uHTS, primary screen (AID 1777). KOR beta-arrestin recruitment, luminescence; higher % means a stronger effect. activation, % at 10 µM; hits with a dose series show EC50 in µM. 280,000 compounds, 0.02% hits; in the data active = activation above about 50%, passing the limit was not always enough; also: a part of the inactive calls stands beside numbers as strong as those of hits
KOR beta-arrestin-2 = KOR antagonists, beta-arrestin recruitment, cell-based, luminescence, uHTS (AID 1778); KOR beta-arrestin recruitment, luminescence, antagonist mode; higher % means a stronger effect; one-dose inhibition, % at 10 µM; IC50 in µM for titrated hits; 290,000 compounds, 0.091% hits; also: strong numbers were not always called active
GPR35 arrestin U2OS = inhibition of zaprinast-stimulated GPR35 beta-arrestin translocation – imaging, U2OS, beta-arrestin-GFP, zaprinast agonist, primary screen (AID 2058); one-dose inhibition, % at 10 µM; IC50 in µM for titrated hits; 290,000 compounds, 0.052% hits; U2OS GPR35 beta-arrestin-GFP translocation imaging, zaprinast antagonism; higher % means a stronger effect;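 active = inhibition of at least 50% with at least 30 cells and total cytoplasm GFP at most 10,000,000; inconclusive = under 30 cells or total GFP of 10,000,000 plus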
NOD2 inhibition = inhibition of NOD2-driven NF-kB reporter – cell-based, luminescence, uHTS, HEK293 (AID 1566); 290,000 compounds, 0.63% hits; inhibition, % at 4 µM, or EC50 in µM where a hit was titrated; HEK293 NOD2/NF-kB luciferase reporter, luminescence; higher % means a stronger effect; also: many of its hits are not listed in these tables
GPR55 beta-arrestin = selective activators of receptor GPR55 – imaging, U2OS cells, beta-arrestin-GFP redistribution, primary screen (AID 1961). 290,000 compounds, 0.048% hits. activation, % at 10 µM, or EC50 in µM where a hit was titrated. U2OS GPR55 beta-arrestin-GFP redistribution imaging; higher % means a stronger effect;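 active = activation above 40% with more than 50 cells counted in the well; inconclusive = wells holding fewer than 50 cells, flagged as toxic or sparse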;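 also: U2OS osteosarcoma cells stably expressing GPR55 and beta-arrestin-GFP; plate controls were DMSO negative control for no effect and LPI positive control for full effect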
HIV fusion peptide = cell-free HIV fusion peptide-binding blockers – biochemical, uHTS, fluorescence dequenching, primary screen (AID 1986) | 290,000 compounds, 0.3% hits | inhibition, % at 20 µM; hits with a dose series show IC50 in µM | cell-free peptide binding, fluorescence dequenching, 30 min; higher % means a stronger effect; in the data active = inhibition mostly above about 52%, no sharp cut-off; inactive = mostly below about 76%; also: some results filed as inactive read as strong as hits
Myeloid diff MLP GFP+ MAC1+ % = recorded beside Myeloid diff MLP, whose call it bears; GFP+ MAC1+ double positive, %; measured here: differentiation confirmed by MAC1 staining
Starred values were filed as active, the others as inactive; i = inactive; ? = inconclusive; . = no result given; [ ] = remark or other dose. Rule as the data show it, unless noted: active = inhibition above about 50%; inactive = the rest. These rows are one share of the data; count on the stated rates, not on these rows.

SMILES	GPR55 LPI antagonism	Myeloid diff MLP	Myeloid diff MLP GFP+ MAC1+ %	NOD1 inhibition	KOR beta-arrestin-1	KOR beta-arrestin-2	GPR35 arrestin U2OS	NOD2 inhibition	GPR55 beta-arrestin	HIV fusion peptide
CCOC(=O)c1oc2cccc(O)c2c1CN(Cc1ccccc1)C(C)=O	12%	i	1.6	-19%	2.3%	5%	8%	-4%	0.2%	-0.2%
Cn1cnnc1SCC(=O)Nc1cc(S(=O)(=O)N2CCCCCC2)ccc1Cl	6%	i	0.2	-16%	11%	-9%	-9%	16%	0.5%	1.7%
COc1ccc(NC(=O)CC2C(=O)N(c3ccc(OC)cc3)C(=S)N2NC(=O)c2cccc(F)c2)cc1 (centres undefined)	-1%	i	0.4	37%	12%	-48%	-2%	0%	-0.8%	0.1%
Cc1ccc(C)c(N2CCN(C(=O)c3ccc(CS(=O)(=O)c4ccccc4C)o3)CC2)c1	-15%	i	0.7	.	-2.6%	6%	-11%	-12%	0.4%	0.1%
CCN(CC)C(=O)CN(C#N)c1nc(NC(C)C)nc(NC(C)C)n1	22%	i	0.7	6%	3.4%	-20%	-6%	11%	0.9%	-2.6%
Nn1c(SCC(=O)NC2CCCc3ccccc32)nnc1-c1cccs1 (centres undefined)	1%	i	1.2	-8%	-5.3%	9%	6%	17%	0.3%	-1.3%
COc1ccc(NC2CCCN(C(=O)c3cc4ncccn4n3)C2)cc1 (centres undefined)	13%	i	0.0	-17%	-1.0%	-31%	-5%	-13%	-0.1%	2.5%
Cc1ccccc1NC(=O)C1(NC(=O)c2cccc(N3C(=O)CSC3c3ccccc3)c2)CCCCC1 (centres undefined)	8%	i	0.4	2%	-0.2%	10%	-12%	-7%	-0.1%	-3.3%
O=C(Cc1ccccc1)NCc1n[nH]c(=S)n1-c1ccc(Br)cc1	13%	i	0.2	2%	-5.6%	20%	-2%	0%	-1.0%	2.8%
Cc1cccc(NC(=O)c2sc3nc(-c4ccc(F)cc4)cn3c2C)n1	-1%	i	1.2	-10%	1.4%	8%	-4%	18%	0.3%	3.1%
O=C(Nc1cccc(O)c1)c1cc2nc(-c3ccccc3)cc(-c3ccccc3)n2n1	5%	i	0.1	-29%	43%	1%	2%	11%	-0.6%	-2.3%
c1ccc2c(c1)CCCN2Cc1nnnn1C1CCCC1	0%	i	0.2	2%	-4.1%	26%	2%	6%	-0.2%	-2.4%
Cc1ccc(/C(O)=C2/C(=O)C(=O)N(c3ccccn3)C2c2cccc([N+](=O)[O-])c2)cc1 (centres undefined)	-4%	i	0.4	-6%	2.2%	7%	-3%	14%	0.3%	7.0%
CC(C)N1C(=O)C2C(C(=O)NCc3ccccc3)C3C=CC2(O3)C1C(=O)NC(C)(C)C (centres undefined)	6%	i	0.2	-6%	-5.0%	3%	-4%	6%	-0.3%	0.1%
CCOC(=O)CN1C(=O)N[C@H](c2ccc(Br)cc2)C(C(C)=O)=C1C	15%	i	0.3	-16%	0.0%	4%	3%	23%	-0.2%	1.6%
NC(=O)CC(NC(=O)Cc1ccc(Br)cc1)c1ccc(NCC2CC2)c([N+](=O)[O-])c1 (centres undefined)	-4%	i	0.7	-1%	-3.8%	51%	-11%	-40%	-0.1%	2.8%
CC1CCN(S(=O)(=O)c2cccc(C(=O)NCc3cccs3)c2)CC1	-9%	i	0.9	-25%	7.6%	22%	5%	5%	0.2%	-0.1%
CC(=O)N1CCOc2ccc(S(=O)(=O)N3CCC(C(=O)Nc4ccc(C)cc4C)CC3)cc21	3%	i	2.3	-21%	-2.4%	28%	0%	6%	-0.1%	-0.3%
Cc1ccc(-c2csc(Cc3nc(-c4ccc5c(c4)CCC(=O)N5)cs3)n2)cc1	11%	.	.	-4%	1.0%	-34%	-7%	17%	-0.2%	5.8%
C/C(=N\NC(=O)c1cccc(F)c1)c1ccc(Br)s1	-1%	.	.	49%	-0.9%	0%	1%	-40%	-0.1%	-1.8%
COc1cc(C)c(C(C)C)cc1S(=O)(=O)NC1CC(C)(C)NC(C)(C)C1	0%	i	0.6	-18%	-5.4%	18%[20 µM]	2%	-22%	0.7%	-0.7%
CC(=O)Nc1cccc(/C(C)=N/NC(=O)c2ccc(CN3CCOCC3)cc2)c1	3%	i	0.0	-6%	0.7%	15%	-8%	12%	-0.1%	-1.0%
COc1ccc(CC(=O)Nc2ccc(N(C)C)c3ccccc23)cc1	1%	i	0.7	-37%	-3.7%	-14%[20 µM]	4%	-9%	-0.3%	1.7%
CC(=O)c1sc(NC(=O)c2ccccc2F)nc1C	14%	i	1.4	-14%	-5.5%	2%	16%	-92%	-0.1%	1.5%
COC(=O)c1ccccc1NC(=O)Nc1ccc(Br)cn1	-24%	i	0.2	-45%	2.0%	-56%[20 µM]	-12%	-14%	0.8%	0.1%
CCCCCC1=CCC/C1=N\NC(=O)c1ccc2c(c1)OCO2	-6%	i	0.6	7%	7.3%	-40%	-6%	10%	-0.4%	-0.4%
Cc1ccc(S(=O)(=O)N2CCCC2C(=O)n2nc(C)cc2C)cc1 (centres undefined)	-5%	i	0.1	1%	-4.0%	18%	1%	13%	-0.3%	-1.4%
COc1ccccc1C1CC(c2cccs2)=Nc2ccccc2S1 (centres undefined)	16%	i	0.5	-28%	-7.7%	18%	-6%	-32%	-0.2%	4.0%
COc1cc2[nH]c(=O)n(CCCCCC(=O)NCCc3c[nH]c4ccccc34)c(=O)c2cc1OC	?	i	1.3	-20%	-0.3%	-4%	-16%	7%	-0.1%	2.6%
O=C(Oc1ccccc1)c1ccc2nsnc2c1	-10%	i	2.1	13%	-2.2%	4%	12%	-2%	-0.3%	-0.8%
N#CCSc1nnc(-c2ccccc2)c(-c2ccccc2)n1	13%	i	0.8	-2%	-4.4%	34%	-2%	15%	-0.2%	2.0%
Cc1ccnc(N/C=C/C(=O)c2ccc(Br)cc2)c1	7%	i	0.5	-7%	8.8%	-2%	7%	-183%	-0.2%	1.9%
C=CCN=C1SC(CC)C(=O)N1S(=O)(=O)c1ccc(C)cc1 (centres undefined)	-4%	i	1.9	9%	-2.1%	2%	7%	29%	-0.1%	0.4%
COCCn1c(C)cc(C(=O)CSc2n[nH]c(N)n2)c1C	11%	i	0.8	4%	-1.9%	-49%	7%	-16%	-0.1%	4.0%
NC(=O)c1c(NC(=O)C2c3ccccc3Oc3ccccc32)sc2c1CCCCC2	14%	i	2.4	4%	1.0%	-53%	-5%	0%	0.2%	24%
CCCNS(=O)(=O)c1ccc(OCC(=O)NCc2ccc3c(c2)OCO3)cc1	10%	i	0.9	-5%	-7.8%	20%	8%	6%	0.0%	-0.5%
COc1ccc(-c2cn3cc([N+](=O)[O-])ccc3n2)cc1OC	-1%	i	0.1	-59%	-0.1%	-4%	2%	-44%	0.2%	-1.2%
Cc1ccc(Nc2nc(N)nc(CSc3nccn3C)n2)c(C)c1	3%	i	0.5	-30%	-2.2%	16%	14%	-21%	0.2%	0.4%
COc1cc2nc3c4ccccc4n(CC#N)c3nc2cc1OC	4%	.	.	19%	4.4%	1%	-2%	11%	-0.1%	1.1%
CNC(=O)NC(=O)CSc1nc2sccc2c(=O)n1-c1ccccc1	0%	i	1.5	-18%	-4.6%	-6%	-9%	8%	0.3%	-0.9%
OCCNC(=S)NCCc1ccccc1	2%	i	1.0	-26%	-0.6%	.	-13%	1%	-0.2%	-0.4%
Cc1ccc(-c2cc(C(=O)NCc3cnn(C)c3)c3cc(Br)ccc3n2)cc1	8%	i	0.5	-27%	10%	26%	-1%	14%	-0.6%	-1.7%
C=CCSc1nc2sc3c(c2c(=O)n1CC)CCC3	-12%	i	0.1	13%	5.3%	-8%	6%	13%	0.2%	0.2%
Cc1ccc(Nc2nc(N)nc(CSc3nccn3C)n2)cc1	-3%	i	0.2	-26%	-0.3%	32%	-6%	-70%	0.0%	-0.8%
COc1ccc(C(C(=O)NC2CCCC2)N(CCN2CCOCC2)C(=O)c2ccc(OC)c(OC)c2)cc1 (centres undefined)	-5%	i	5.9	-8%	-1.0%	22%	-14%	16%	0.3%	0.7%
CCOc1ccc(C(=O)NC2CCN(S(C)(=O)=O)CC2)cc1	13%	i	2.2	-2%	-3.1%	17%	0%	-2%	0.2%	-1.9%
O=C(O)c1ccccc1OCc1ccccc1Br	9%	i	0.4	-2%	-1.3%	-9%	3%	15%	0.0%	-1.1%
Cc1ccc(N(CC(=O)Nc2ccccc2-c2ccccc2)S(=O)(=O)c2ccccc2)cc1	.	i	1.1	-9%	5.5%	-4%	14%	-12%	-0.1%	1.8%
COc1cc(CCNC(=O)CCCn2c(=O)c3cccn3c3cccnc32)cc(OC)c1OC	2%	i	0.0	-22%	0.8%	-17%	-5%	3%	-0.1%	0.6%
Cc1ccc(/C=C/C(=O)O)cc1S(=O)(=O)N(CCO)CCO	5%	i	1.4	14%	0.1%	8%	4%	-11%	-0.2%	-1.4%
CCOc1ccccc1Nc1cc(C)nc2nc(C)nn12	3%	i	1.3	-22%	2.5%	23%	-9%	19%	0.3%	0.3%
COc1ccc(Br)cc1S(=O)(=O)NNC(=O)c1c(C)nc2ccccn12	-4%	i	0.2	-22%	1.2%	23%[20 µM]	-6%	16%	0.2%	-0.7%
CCn1cc(S(=O)(=O)Nc2ccc(Cl)cc2F)cn1	-1%	i	0.0	-11%	5.6%	16%	-6%	8%	-0.2%	-1.1%
O=C(NCc1nc(-c2ccc(C(F)(F)F)cc2)no1)Nc1ccc(F)cc1F	12%	i	0.9	4%	0.1%	40%	1%	15%	0.0%	-1.4%
CCCOc1ccc(OCC(=O)c2[nH]c(C)c(C(C)=O)c2C)cc1	0%	i	7.0	40%	-2.6%	16%	-6%	41%	0.0%	1.0%
Cc1cccc(-n2c(SCc3ccc([N+](=O)[O-])cc3)nnc2-c2c[nH]c3ccccc23)c1	30%	i	0.4	-4%	5.1%	-29%[20 µM]	-9%	-17%	-0.1%	-0.6%

An excerpt from above, limited to KOR beta-arrestin-1 and GPR55 LPI antagonism.
SMILES	KOR beta-arrestin-1	GPR55 LPI antagonism
COc1ccc(Br)cc1S(=O)(=O)NNC(=O)c1c(C)nc2ccccn12	1.2%	-4%
CCn1cc(S(=O)(=O)Nc2ccc(Cl)cc2F)cn1	5.6%	-1%

High-throughput results (PubChem BioAssay)
